# Screening results (PubChem)
# PHOSPHO1 block – inhibitors of human PHOSPHO1 phosphatase; Q8TCT1; recombinant PHOSPHO1, absorbance phosphatase assay; inhibition, % at 13.3 µM; 290,000 tested, 1.1% active; AID 1565; in the data active = inhibition above about 60%
# CRFR2-BP antag – antagonists of CRF-binding protein/CRF-R2 receptor complex. 350,000 tested, 0.59% active. inhibition, % at 11.8 µM. HEK293 CRF-R2/CRF-BP, CRF-induced calcium fluorescence. AID 588475;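 active = inhibition of the ligand-induced calcium signal above about 50% at the single tested concentration, limit read from the data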
# GalR3 antagonist – blocks the human galanin receptor 3. inhibition, % at 3 µM. 360,000 tested, 0.44% active. HEK293 GalR3-CNG cAMP membrane potential fluorescence; galR3 body fused to GalR1 C-terminus. O60755;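 active = inhibition above the screen-wide average plus 3 SD, cut at about 13% in these data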;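 note: forskolin and galanin both at EC90 stimulate the cells; cAMP rise reported by CNG channel membrane potential dye signal; 0% = forskolin plus galanin with DMSO and 100% = forskolin alone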
# Target sequence (O60755 1-299 limits assumed): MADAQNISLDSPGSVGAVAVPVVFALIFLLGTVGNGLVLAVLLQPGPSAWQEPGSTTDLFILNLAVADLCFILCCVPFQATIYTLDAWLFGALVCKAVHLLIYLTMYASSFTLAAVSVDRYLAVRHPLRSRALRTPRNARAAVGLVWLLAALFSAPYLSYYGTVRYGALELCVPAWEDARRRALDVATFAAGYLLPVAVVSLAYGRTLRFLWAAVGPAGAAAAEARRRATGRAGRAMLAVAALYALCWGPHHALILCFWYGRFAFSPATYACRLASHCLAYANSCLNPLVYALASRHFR
# IDE cell activ – boosts human insulin-degrading enzyme activity in HEK cells; activation, % at 5.96 µM; 340,000 tested, 0.073% active; AID 493087; P14735; FAbeta-B cleavage, fluorescence polarization; 0% vehicle, 100% cell-free pure enzyme wells;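 active = activation above the mean of all tested compounds plus 3 SD, set per screening campaign, cut at about 17% in these data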
# MEKK3 PB1 HTS – raises or lowers MEK5 binding to the human MEKK3 PB1 domain; Q99759; bead-based flow cytometry, Alexa488-MEK5 binding to MEKK3; actives lie on both sides; 0 = blocked by unlabeled MEK5, 100 = vehicle; binding response (% of control), % at 10 µM; 290,000 tested, 1.4% active;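 active = binding response more than 3 SD above or below the average of its plate-row segment, actives on both sides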;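 note: Alexa488 bead fluorescence after subtracting the streptavidin-only scavenger bead signal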
# Target sequence (Q99759 whole entry, looked up, the tested form may be a part): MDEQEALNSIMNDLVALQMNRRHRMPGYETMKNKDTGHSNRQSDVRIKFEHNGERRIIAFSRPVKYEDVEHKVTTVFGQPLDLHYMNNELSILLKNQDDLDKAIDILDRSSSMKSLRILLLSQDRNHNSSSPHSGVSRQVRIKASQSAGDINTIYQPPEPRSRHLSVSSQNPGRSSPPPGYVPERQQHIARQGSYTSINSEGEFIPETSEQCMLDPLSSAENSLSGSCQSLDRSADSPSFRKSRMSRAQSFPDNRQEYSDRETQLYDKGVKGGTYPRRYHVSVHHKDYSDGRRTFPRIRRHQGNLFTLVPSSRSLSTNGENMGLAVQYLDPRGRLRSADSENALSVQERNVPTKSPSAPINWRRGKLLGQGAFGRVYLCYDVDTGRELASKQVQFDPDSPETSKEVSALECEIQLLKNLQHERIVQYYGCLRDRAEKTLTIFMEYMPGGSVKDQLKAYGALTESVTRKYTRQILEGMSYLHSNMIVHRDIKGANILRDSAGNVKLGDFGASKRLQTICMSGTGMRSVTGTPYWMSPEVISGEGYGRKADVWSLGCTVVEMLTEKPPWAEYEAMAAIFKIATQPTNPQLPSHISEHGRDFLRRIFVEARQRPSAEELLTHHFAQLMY
# pCIP destab – p/CIP protein destabilization. Q05BA5. F442A p/CIP-EGFP cells, EGFP fluorescence, 16 h. decrease of EGFP signal, % at 10 µM. 290,000 tested, 0.01% active;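 active = EGFP signal decrease of at least 30% at 10 µM or well 3 SD below plate mean, unless failing retest; inactive = the rest, including hits failing retest or dose response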; note: some compounds called inactive have numbers as strong as hits; many of its hits are not listed in these tables
# IDE cell inh – inhibitors of human insulin-degrading enzyme in cells. 320,000 tested, 0.41% active. HEK cells, FAbetaB cleavage, fluorescence polarization. AID 434962. P14735. inhibition, % at 5.59 µM;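 active = percent inhibition above the average of all tested compounds plus 3 SD, set per screening campaign, cut at about 16% in these data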;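 note: IDE supplied by intact live HEK cells; FP after avidin binding of uncleaved biotin substrate so inhibition keeps polarization high; 0% = DMSO wells and 100% = 60 µM reference IDE inhibitor Ii1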
# CRFR2-BP ag – CRF-BP/CRF-R2 complex agonism | HEK293 CRF-R2/CRF-BP, calcium dye fluorescence (FLIPR); percent of saturating CRF peptide response | activation, % at 13.2 µM | 350,000 tested, 0.46% active | AID 588473;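 active = activation of at least 50%, plus an integration ratio under a set limit after plate pattern correction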;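 note: plate controls were neutral control wells without compound for no effect and CRF at EC100 for full effect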
# M4 PAM – positive allosteric modulators of human muscarinic M4 receptor | CHO-K1 hM4/Gqi5, Fluo-8 calcium fluorescence, ACh EC20; 0% = ACh EC20, 100% = maximal ACh | P08173 | 360,000 tested, 0.4% active | activation, % at 3 µM;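 active = activation above its plate's cutoff, the mean activation of sample wells plus 3 SD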; note: some results filed as inactive read as strong as hits
# * hit, by the source's call; nt = not tested or not shown. Random draw from the library. About 4.2% of those tested had a hit in this group.
SMILES,PHOSPHO1 block,CRFR2-BP antag,GalR3 antagonist,IDE cell activ,MEKK3 PB1 HTS,pCIP destab,IDE cell inh,CRFR2-BP ag,M4 PAM
O=C(Nc1nc2c(s1)CCCC2)c1cc(-c2ccccc2)nc2ccccc12,-21,-46,2,9,93,-8,0,-0.5,-5
O=C(Cn1nc(C(=O)O)c2ccccc2c1=O)NCC1CCCO1 (configuration not stated),56,-4,-2,-2,98,-3,5,1.3,-6
COc1ccc(Cn2c(C)nc3oc4cc(OC)ccc4c(=O)c3c2=O)cc1,3,10,-7,2,100,-2,nt,3.3,6
COc1ccc(N(CC(=O)Nc2ccc(C(N)=O)cc2)S(=O)(=O)c2ccc(C)c([N+](=O)[O-])c2)cc1,5,10,-2,5,102,-4,0,-1.7,3
Cc1ccc(C(=O)COC(=O)COc2ccccc2O)cc1C,nt,-2,-5,2,nt,nt,-1,0.2,1
COc1cccc(NC(=O)CN(C)C(=O)c2ccccc2OCc2c(C)noc2C)c1,nt,3,5,2,nt,nt,4,-2.1,9
OCCNc1nc2ccc(Cl)cc2[nH]1,28,-20,nt,-1,99,-5,4,-1.2,7
CN(Cc1cccc(F)c1)C(=O)c1ccc2c(=O)n3c(nc2c1)CCC3,43,-4,-1,4,107,-9,-4,-0.6,-6
CCn1nc(C)c(CN2CCC(C(=O)Nc3cccc(-c4cccc(Cl)c4)c3)CC2)c1C,-10,-8,-3,5,100,-8,1,4.2,-1
COC(=O)CSc1nc(C)c(C(=O)Nc2ccccc2C)c(-c2ccc(Cl)cc2)c1C#N,16,2,1,4,99,5,2,-3.4,2
O=c1c(-n2cncn2)c[nH]n1-c1cccc(Cl)n1,24,40,7,-1,99,1,2,-0.4,-4
Cc1ccc(S(=O)(=O)N2CCN(C(=O)CC(C)n3nc(C)c(Cl)c3C)CC2)cc1C (configuration not stated),nt,-6,-4,3,103,7,1,-1.6,8
CC(CN1CCCCC1)OC(=O)COc1ccc(Br)cc1 (configuration not stated),-11,-1,-5,-2,106,5,3,-1.1,-5
COc1cc(/C(C)=N/N2CCN(c3ccccc3OC)CC2)ccc1O,32,10,-13,2,101,-1,-3,-1.6,-1
Cc1ccc(S(=O)(=O)N(C)C)cc1NC(=O)CN1C(=O)NC(Cc2c[nH]c3ccccc23)C1=O (configuration not stated),-15,15,-7,-1,68,0,9,-3.0,-5

# Arranged by value in GalR3 antagonist (highest first): some entries from above.
molecule	GalR3 antagonist
O=c1c(-n2cncn2)c[nH]n1-c1cccc(Cl)n1	7
CN(Cc1cccc(F)c1)C(=O)c1ccc2c(=O)n3c(nc2c1)CCC3	-1
O=C(Cn1nc(C(=O)O)c2ccccc2c1=O)NCC1CCCO1 (configuration not stated)	-2
COc1ccc(Cn2c(C)nc3oc4cc(OC)ccc4c(=O)c3c2=O)cc1	-7

# Next part.
SMILES,PHOSPHO1 block,CRFR2-BP antag,GalR3 antagonist,IDE cell activ,MEKK3 PB1 HTS,pCIP destab,IDE cell inh,CRFR2-BP ag,M4 PAM
S=C1NCC(c2ccccc2)S1 (configuration not stated),nt,-13,3,-6,nt,nt,nt,-0.5,13
COC(=O)c1[nH]c2c(c1C)C(=O)CC(c1ccc(OC)cc1)C2 (configuration not stated),31,6,-9,2,100,5,2,3.3,-5
O=c1cc(N/N=C/c2ccccc2)[nH]c(=O)[nH]1,nt,5,-3,6,nt,nt,7,-0.8,-2
CCOC(=O)c1ccc(NC(=O)CSc2nnc(Cn3c(=O)sc4ccccc43)n2C)cc1,-9,4,1,-1,nt,4,-3,-1.5,-3
Cc1ccc(S(=O)(=O)N2CCN(C(=O)CN3CCCC3)C2)cc1,-6,2,4,0,94,-16,-1,-1.2,2
C=CC[C@H](CC(=O)N(CCO)Cc1ccccc1)C(=O)N[C@H](C)COC(=O)[C@@H](CC=C)Cc1ccc(F)cc1,nt,4,-7,6,nt,nt,3,-1.5,-1
CCOn1c(=O)c(=O)n(O)c2ccccc21,36,4,-4,5,104,-11,1,1.2,8
O=C(CN(Cc1ccccc1F)C(=O)c1ccco1)NCc1ccc(F)cc1,1,1,-5,4,108,3,1,-1.3,-7
O=C(Nc1ccc(Cl)c(Cl)c1)Nc1ccccc1O,13,-1,-10,7,107,2,3,-0.3,-9
O=C(Nc1ccc(S(=O)(=O)Nc2ncccn2)cc1)c1ccccc1Cl,19,7,-9,-1,104,9,-1,0.0,2
c1ccc(OCCCc2nc(-c3cccnc3)no2)cc1,-11,-7,-3,-3,96,-5,0,-0.6,-1
CC(=O)Nc1cc(C(=O)OCc2cccc([N+](=O)[O-])c2)ccc1C,29,-4,-3,4,106,24,3,-1.1,-5
CC1CCCCN1C(=O)CN1C(=O)c2ccccc2S1(=O)=O (configuration not stated),nt,-3,-5,5,nt,nt,8,-0.1,1
O=C(Nc1ccc(Cl)cc1)c1csc(Cc2ccccc2)n1,34,-6,-3,5,105,-10,-1,-0.7,-7
COc1cc(/C=C(\NC(=O)c2ccccc2)C(=O)N2CC3CC(C2)c2cccc(=O)n2C3)cc(OC)c1OC (configuration not stated),42,-8,-4,-3,97,-3,-5,1.0,9
Cc1ccc(OCC(=O)NNC(=S)NCc2ccccc2)cc1,-60,-2,-3,2,113,-6,3,-1.4,2
C/C(Cl)=C\Cn1c(=O)c2c(nc3n2CCS3)n(C)c1=O,7,5,-3,3,103,0,-4,-2.1,1
COC(=O)c1ccsc1NC(=O)C1COc2ccccc2O1 (configuration not stated),-7,8,6,-2,97,-6,2,-0.8,-2
CCOC(=O)Cc1csc(NC(=O)Cn2cnc3c2c(=O)n(C)c(=O)n3C)n1,2,-5,-7,-2,88,-1,5,2.1,-4
COc1ccc(C(=O)NC(=S)N2CCC(C)CC2)cc1Br,29,0,0,1,98,-15,-4,1.4,1
CC(C)(C)C1(c2ccccc2)NC(=O)N(CC(=O)N2CCOCC2)C1=O (configuration not stated),-9,-13,-5,4,119,-2,-2,1.4,1
CCCCc1nnc(NC(=O)CSc2nc(O)c(-c3ccccc3)c(=O)[nH]2)s1,26,2,-6,1,117,16,7,-1.2,10
C=CCNC(=O)/C(=C\C=C\c1ccccc1)NC(=O)c1ccc(OCCCC)cc1,-14,-10,-2,2,95,-4,1,5.5,15
COc1ccc(CCC(C)Nc2cccc(F)c2)cc1 (configuration not stated),19,40,-5,10,97,-13,0,1.2,-5
Cc1ccc(C)c(NC(=O)CSc2nnc(NC(=O)C3CC3)s2)c1,43,-7,-5,4,103,-1,5,-0.4,1
COC(=O)[C@]1(CC(C)C)N[C@H](c2ccc(-c3cccc(Cl)c3)cc2)[C@@H]2C(=O)N(C)C(=O)[C@@H]21,nt,-16,-3,4,nt,nt,8,5.8,2
Cc1ccc(N(C(=O)C2CCC(=O)N2)C2(C(=O)NC3CCCCC3)CCCCC2)cc1 (configuration not stated),27,-42,-2,3,97,-9,6,-1.4,1
COCCNC(=O)c1ccc(N2CC3CC(C2)c2cccc(=O)n2C3)c(NC(=O)c2ccccc2Br)c1 (configuration not stated),nt,6,-3,nt,nt,nt,nt,0.5,-4
COc1ccccc1C(C)NC(=O)c1ccc(S(=O)(=O)NCc2ccco2)cc1 (configuration not stated),nt,9,-5,7,nt,nt,8,0.7,3
Clc1c2c(nc3ccccc13)CCC2,34,3,-11,3,107,-12,5,-3.5,-5
O=C1NC(=O)c2c(NC(=O)C3CCCO3)cccc21 (configuration not stated),40,15,8,-1,95,-13,1,-0.7,10
O=C1CC(c2ccc(F)cc2)C(n2cncn2)C(O)=C1C1NCCc2ccccc21 (configuration not stated),32,-7,1,8,106,-10,2,3.0,-4
COC(=O)C1C(c2ccc(N(C)C)cc2)C(C(=O)OC)S(=O)(=O)CS1(=O)=O (configuration not stated),20,13,-6,1,114,-8,2,0.4,-3
CC(OC(=O)c1ccco1)C(=O)Nc1ncc(Cl)cc1Cl (configuration not stated),nt,-5,3,2,nt,nt,-3,-0.2,-1
N#Cc1ccccc1CSc1ccccn1,29,25,-2,6,106,0,-3,-1.1,3
COc1ccc([C@H]2CC(=O)C=C(c3cccc(C(C)C)c3)C2)cc1OC,nt,0,-12,0,nt,nt,4,0.3,-8
Cc1ccc(N/N=C(\C#N)C(=N)N2CCCCCC2)cc1,18,9,-4,5,100,10,4,-1.5,-10
O=C(c1cc(N2CCOCC2)c(F)cc1[N+](=O)[O-])N1CCOCC1,nt,16,-10,2,100,-3,2,0.9,6
Cc1cccc(C)c1NC(=O)CSc1nnnn1C,29,8,-5,5,109,-2,-1,1.1,0
O=C(Cn1nnc2ccccc21)OCC(=O)c1ccc(F)cc1,20,3,-6,1,92,-14,4,-1.9,-4
O=C(CCC(=O)Nc1ccccc1)NNS(=O)(=O)c1ccc(Cl)cc1,-12,-7,0,2,98,-7,nt,-0.2,8
CCc1ccc(C(=O)NNC(=S)Nc2ccc(S(N)(=O)=O)cc2)s1,22,16,0,2,96,0,-2,-3.7,-3
CN(Cc1ccc(OC(F)F)cc1)Cc1nc2c(Br)cc(Br)cc2c(=O)[nH]1,53,-20,0,-6,nt,-22,9,-1.0,-7
COc1ccc2oc(=Nc3cccc(F)c3)c(C(N)=O)cc2c1,16,-1,-6,8,101,4,1,0.9,1
S=c1[nH]nc(C2CCCCC2)n1/N=C/c1ccncc1,-116,-60,-4,0,103,-14,4,-2.8,-4
FC(F)Oc1ccccc1NC(=S)Nc1cccc(Cl)c1Cl,-1,7,-2,3,95,-10,0,-1.7,-3
CCCCNC(=O)N(O)C1N(/N=C/c2ccc(N(C)C)cc2)C(=S)SC1(C)C (configuration not stated),33,0,-13,6,107,5,-1,-0.2,-5
COc1ccc(NC2CCCN(C(=O)c3ccc4nccnc4c3)C2)cc1OC (configuration not stated),47,-11,-3,-5,103,-4,-3,0.9,-5
CCN(CC)C(=O)Oc1cc(=O)n2c3c(cccc13)CCC2,-13,-19,6,2,92,-12,-1,-1.7,-4
Cc1ccc(C)c(Cn2nnc3c(=O)[nH]c(C4CCCN(C(=O)c5cccs5)C4)nc32)c1 (configuration not stated),-26,5,-9,6,98,-8,-2,-2.0,-3
COC(=O)c1cccc(C(=O)N2CCCC(Nc3ccc4c(c3)OCCO4)C2)c1 (configuration not stated),45,-14,-2,5,101,0,5,0.5,-1
CCc1ccc(N(CC(=O)Nc2ccc(NC(C)=O)cc2)S(=O)(=O)c2ccccc2)cc1,-20,-9,-3,4,94,-10,4,-2.0,-19
Cn1cccc1CC(=O)N/N=C/c1ccc(Cl)c([N+](=O)[O-])c1,38,6,-4,nt,102,7,2,-4.3,-5
O=C(Nc1ccc(F)cc1)C1COc2ccccc2O1 (configuration not stated),nt,0,-6,4,99,4,0,-2.0,2
O=C(O)c1cnn2cc(-c3[nH]ncc3[N+](=O)[O-])cnc12,-17,19,-2,2,94,-17,11,-0.9,0
COc1ccc(S(=O)(=O)/N=C2/NC(=O)/C(=C/c3ccco3)S2)cc1,0,21,-2,-9,107,-3,1,-0.1,4
Cc1ccc(F)cc1NC(=O)N1CCN(C2c3ccccc3-c3ccccc32)CC1,-10,-29,-7,9,99,4,6,2.1,1
Cc1ccc(OCc2cc(C(=O)Nc3ccccc3)oc2C)cc1,16,29,-6,-6,96,-1,4,4.4,5
Cc1noc(C)c1NC(=O)Nc1cccc2c1O[C@H](CN(C)C(=O)NC(C)C)[C@@H](C)CN([C@H](C)CO)C2=O,nt,-1,-3,0,nt,nt,3,-0.2,8
